SENP1 inh – inhibitors of human SENP1 SUMO protease catalytic domain | inhibition, % at 10 µM | hit rate 0.21% among 360,000 | recombinant SENP1 catalytic domain, CyPet-SUMO1-YPet FRET cleavage | Q9P0U3;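 active = inhibition at least 30% at 10 µM, raw YFP signal under a set limit, fluorescence ratio 0.5 to 1.5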;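 also: 0% = enzyme with DMSO and 100% = no enzyme wells; some results filed as inactive read as strong as hits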
Target sequence (Q9P0U3 419-644 limits assumed): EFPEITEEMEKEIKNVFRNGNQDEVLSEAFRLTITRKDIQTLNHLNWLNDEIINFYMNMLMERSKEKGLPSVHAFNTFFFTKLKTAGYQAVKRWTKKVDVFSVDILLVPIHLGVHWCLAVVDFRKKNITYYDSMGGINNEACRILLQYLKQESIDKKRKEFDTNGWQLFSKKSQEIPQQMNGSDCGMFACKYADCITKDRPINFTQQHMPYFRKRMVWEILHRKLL
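System: Recombinant human SENP1 catalytic domain, His6-tagged | Incubation: Enzyme reaction for 50 min at room temperature, dark | Medium: Tris pH 8 with BME, BSA, NP40 and catalase | Also added: 25 nM SUMO1 FRET substrate | Compound: 10 µM single point, 0.5% DMSO | Measured by: FRET fluorescence in CFP and YFP emission channels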
SENP8 block – SENP8 (human) protease inhibition; Q96LD8; recombinant SENP8, Nedd8 substrate fluorescence; inhibition, % at 20 µM; hit rate 0.64% among 360,000; in the data active = inhibition mostly above about 40%, no sharp cut-off; inactive = mostly below about 27%
Target sequence (Q96LD8 whole entry, looked up): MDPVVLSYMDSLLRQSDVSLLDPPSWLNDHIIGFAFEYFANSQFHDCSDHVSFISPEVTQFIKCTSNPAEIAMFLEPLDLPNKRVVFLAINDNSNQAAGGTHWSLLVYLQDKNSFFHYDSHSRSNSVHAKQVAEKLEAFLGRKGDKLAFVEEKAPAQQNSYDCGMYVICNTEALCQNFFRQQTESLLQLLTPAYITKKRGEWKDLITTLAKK
Active calls of the source: *; i = inactive. Some of the compounds tested (hit frequency here may not be typical).

Compound | SENP1 inh | SENP8 block
O=C(Nc1ccn(CCCNCc2ccc3c(c2)OCO3)c(=O)n1)OCc1ccccc1 | 2 | 16
O=C(Nc1ccc(F)cc1)C(c1ccncc1)N1CCN(c2cccc(C(F)(F)F)n2)CC1 (configuration not stated) | 2 | -14
O=C(CSc1nnc(CNC(=O)c2c(F)cccc2F)o1)NCc1ccc2c(c1)OCO2 | 3 | 5
CCCCNC(=O)C1(C)CCN1C(=O)c1ccc2c(c1)C(C)(C)CCC2(C)C (configuration not stated) | 3 | 7
CC(=O)Nc1ccc(Cl)cc1-c1ccccc1 | 3 | 21
CCN(CC)CCN1CCN(c2cnc(C)cn2)CC1 | 1 | -141
Cc1cc(C)n2c(NCc3ccccc3)c(CC(C)C)nc2n1 | 0 | -17
CN(Cc1ccccc1F)C(=O)c1ccc(NC(=O)CC2SC(N3CCCCC3)=NC2=O)cc1 (configuration not stated) | -4 | 8
O=C(O)c1cc(-c2ccc(/C=N/Nc3ccc([N+](=O)[O-])cn3)o2)ccc1Cl | -21 | 9
NC(Cc1ccc(Cl)cc1)c1csc(Nc2cc(Oc3ccccc3)ncn2)n1 (configuration not stated) | -8 | -7
CC(C)C[C@H]1CN([C@@H](Cc2ccc(O)cc2)CN2CCCC2CN2C(=S)NC[C@@H]2Cc2ccccc2)C(=S)N1CC1CCCCC1 (some centres not stated) | 3 | 18
Cc1ccc([C@H]2C[C@H](O)[C@@H](n3cc(COC(=O)c4ccccc4)nn3)CN2C(=O)c2cccs2)cc1 | 1 | 9
CCCCN1C(=O)C(CC(=O)NCCN2CCOCC2)CC(C(=O)N2CCCCCC2)=C1C (configuration not stated) | 0 | 10
C[C@@H]1CN([C@H](C)CO)C(=O)CCCn2nncc2CO[C@H]1CN(C)C(=O)Nc1ccc(N2CCN(C)CC2)cc1 | 0 | 20
Cc1onc(-c2ccccc2)c1C(=O)N1CCC(C)(C(=O)O)C1 (configuration not stated) | 3 | 28
COC(=O)c1c(-c2ccccc2)[nH]c(-c2nccc3ccccc23)c1C(=O)OC | -17 | i
COc1ccc(-c2cc(=O)c3c(OC)c(OC)c(OC)c(OC)c3o2)cc1 | 1 | 10
CSc1nc(N)n2nc(C)cc2n1 | 1 | 2
CCCCNC(=O)C1(C)CCN1C(=O)c1sccc1C (configuration not stated) | 1 | 13
O=C1CSC(=S)N1Cc1cccs1 | -2 | 2
O=C1NC[C@@H](CCCCN2C[C@H](Cc3ccc(O)cc3)N(CC3CCCCC3)C(=O)C2=O)N(CCc2ccccc2)C1=O | 3 | 14
CCCCc1c(C)nc2ccc(Br)cc2c1SC(N)N | 3 | 15
CCOC(=O)C1=CCN(S(=O)(=O)c2ccc(C)cc2)C1c1ccc(Cl)cc1 (configuration not stated) | 1 | 3
Cc1cc2ncn(/N=C/c3ccc([N+](=O)[O-])s3)c2cc1C | 14 | 33
COc1cccc(-c2cnc3c(NC(C)=O)cc(-c4cc(F)ccc4OC)cn23)c1 | -4 | -328
CC(C)NC(=O)C1(C)CCCCN1Cc1cccc(C(F)(F)F)c1 (configuration not stated) | -1 | 7
CC1(Oc2ccc3ccccc3c2)CCN(Cc2ccc(OC(F)(F)F)cc2)C1 (configuration not stated) | 1 | 7
Nc1ccc(S(=O)(=O)Nc2nccc(/C=C/c3cccc([N+](=O)[O-])c3)n2)cc1 | 1 | 16
CC(=O)Nc1cccc(-c2ccnc3c2CC(C)(C(=O)NCCN(C)C)O3)c1 (configuration not stated) | -3 | 0
CCc1nc2ccc(C(=O)Nc3cccc(NS(C)(=O)=O)c3)cn2c1N(C)Cc1nccn1C | -3 | -7
COc1ccc2c(c1)CO[C@@]21O[C@H](CCO)C[C@H](O)[C@H]1O | 1 | 23
Clc1cccc(Cc2c(-c3cccc(Cl)c3)nc3ccc(Br)cn23)c1 | 6 | 12
COc1cccc(CNc2nc3cc(-c4cccc(OC)c4)sc3c(=O)n2C)c1 | -4 | -135
CC1=C(C(=O)N2CCOCC2)CC(CC(=O)NCc2cccs2)C(=O)N1Cc1ccc(C(C)(C)C)cc1 (configuration not stated) | -2 | 11
Cc1c(N/N=C(\C#N)C(=O)c2ccccc2)c(=O)n(-c2ccccc2)n1C | -5 | 40*
Cc1ccc(S(=O)(=O)Nc2ccc3c(c2)C(=O)N([C@H](C)CO)C[C@H](C)[C@@H](CN(C)C(=O)NC2CCCCC2)OCCCC[C@@H](C)O3)cc1 | -2 | -37
O=C1c2ccccc2C(c2nnnn2Cc2ccccc2)N1CCc1ccccc1F (configuration not stated) | 3 | 8
COc1ccccc1S(=O)(=O)N(C)C[C@H]1Oc2ncc(Br)cc2C(=O)N([C@H](C)CO)C[C@H]1C | -5 | 1
CC1(c2ccc(Cl)cc2)NC(=O)N(CC(=O)Nc2ccc3c(c2)OCO3)C1=O (configuration not stated) | 2 | 20
CNC(=O)C[C@H]1C(=O)N(c2ccc(Br)cc2)C[C@@H]1C | 0 | 12
COc1cc(CNC(=O)c2cc(-c3cc(Cl)ccc3OC)n[nH]2)cc(OC)c1 | -1 | 16
CN1/C(=C/C=C/c2n(C)c3cc([N+](=O)[O-])c([N+](=O)[O-])cc3[n+]2C)C(C)(C)c2ccccc21 | -27 | 60*
Cn1nc(C2CC2)cc1NC(=O)C1(C)CCN1C(=O)CCc1ccccc1 (configuration not stated) | 6 | 3
COC(=O)C[C@@H]1C[C@H]2c3cc(NC(=O)C4CCC4)ccc3O[C@H]2[C@@H](CO)O1 | 0 | 17
CC(=O)NN=C(C)c1ccc(NC(=O)C2CC2)cc1 | 1 | 7
COc1ccccc1-c1cnc(C(O)c2ccccc2)[nH]1 (configuration not stated) | 1 | 8
COCCNCC(=O)Nc1nc(C)cs1 | 4 | 0
CCCNC(=O)C1(C)CCCN(C(=O)c2ccc(F)c(Cl)c2)C1 (configuration not stated) | 1 | 16
CCOC(=O)c1ccc(O)c(-n2cc3c(c2-c2ccccc2)c(=O)n(C)c(=O)n3C)c1 | 0 | -361
Cc1ccc(S(=O)(=O)N2C[C@H]3[C@H]4C(=O)N(c5ccccc5)C(=O)[C@H]4CC(=O)[C@H]3[C@@H]2c2cccc3ccccc23)cc1 | -45 | 16
Cc1ccc(S(=O)(=O)N2C[C@H]3C(=O)C[C@@H](c4ccccc4)N(S(=O)(=O)c4ccc(C)cc4)[C@H]3C[C@H]2c2cccs2)cc1 | 0 | 22
C[C@H]1CN([C@@H](C)CO)C(=O)c2cc(Br)cnc2O[C@@H]1CN(C)C(=O)c1ccncc1 | 4 | -24
CCCS(=O)(=O)NC(=O)C1(C)CCCN(C(=O)C(C)(C)Oc2ccc(Cl)cc2)C1 (configuration not stated) | 1 | 19
CC1(C)CC(=O)C=C(c2ccc(COC(=O)Cc3ccccc3)cc2)C1=O | -1 | 12
COC(=O)C1OCOC2C(C(=O)OC)OCOC12 (configuration not stated) | 1 | 0
CC1(C(=O)NS(=O)(=O)C2CC2)CCCN(C(=O)C2(c3ccc(Cl)cc3)CCCC2)C1 (configuration not stated) | 5 | 8
CCc1nc2c(OCc3cccc(Cl)c3)cccn2c1N(C)C(=O)c1ccncc1 | -1 | 12
O=C(Nc1ccc2c(c1)OCO2)c1cc(C2CCCN(C(=O)C3CCCCC3)C2)on1 (configuration not stated) | 0 | 9
CC(C)(C)NC(=O)C(c1ccccc1)n1c(-c2ccc(-c3ccccc3)cc2)nc2ccccc21 (configuration not stated) | 2 | -432
CNC(=O)C1Cc2c(-c3cccc(F)c3)ccnc2O1 (configuration not stated) | 4 | 18

Continuation.
Compound | SENP1 inh | SENP8 block
O=C(NN=Cc1cc(Cl)ccc1[N+](=O)[O-])c1cccc2ccccc12 | 2 | 7
CCOC(=O)[C@]12CCCC=C1N(Cc1ccc3c(c1)OCO3)C(=O)[C@H](CC(=O)NCCC(C)C)C2 | -1 | 7
C[C@H](c1ccccc1)N1C[C@@H](COCc2ccccc2)Oc2cc(N3CC[C@H](N(C)C)C3)ccc2S1(=O)=O | -1 | -4
O=C(CSc1nc2cccc(F)c2c(=O)n1-c1ccccc1)Nc1ccc2c(c1)CCC2 | -1 | -19
O=C(NCCN1CCC(n2c(=O)[nH]c3ccccc32)CC1)c1ccccc1 | -1 | 0
Cc1cn(C2CC(O)C(CO)O2)c(=O)n(Cc2ccccc2)c1=O (configuration not stated) | 2 | 6
OCc1ccccc1-c1cnc2sc(NCc3ccc(F)cc3)nn12 | 1 | 6
CC(=O)Nc1ccc2c(c1)C(=Nc1ccccc1)c1ccccc1-2 | 1 | 23
Cc1cn([C@H]2C[C@H](O)[C@@H](CNC/C=C/c3ccccc3[N+](=O)[O-])O2)c(=O)[nH]c1=O | -9 | 22
COc1ccc(C(C(=O)Nc2c(C)cccc2C)n2c(=O)c(-c3ccco3)nc3ccccc32)cc1 (configuration not stated) | -25 | -381
COC(=O)[C@@H](Cc1ccccc1)NC(=O)CC[C@H]1O[C@@H](n2cc(C)c(=O)[nH]c2=O)C[C@@H]1O | -2 | 3
O=c1[nH]c2ccc(N=Cc3c(O)ccc4cc(Br)ccc34)cc2[nH]1 | -28 | -22
O=C(Nc1ccc(Cl)cc1)N[C@H]1CC[C@H](CCn2cc(-c3ccccc3F)nn2)O[C@@H]1CO | 0 | 34
CC(C)CC1C(=O)N(Cc2cn(CC3CCCCC3)nn2)CCS(=O)(=O)N1Cc1ccc(-c2cccc(CO)c2)cc1 (configuration not stated) | 1 | -8
CC(=O)Nc1ccc(CCNC(=O)c2ccc3ccccc3c2O)cc1 | 0 | -456
COc1cc(/C=C/C=C2/CC/C(=C/C=C/c3ccc(O)c(OC)c3)C2=O)ccc1O | -3 | -12
O=C(Nc1ccc2c(c1)OCCO2)c1ccc(Br)c(S(=O)(=O)N2CCOCC2)c1 | 2 | 18
O=C1C2CC=CCC2C(=O)N1c1nccs1 (configuration not stated) | 2 | 19
COc1cccc(S(=O)(=O)N2C[C@H](O)COC[C@H]3O[C@@H](CC(=O)N4CCN(C)CC4)CC[C@@H]32)c1 | 0 | 15
CCN(CC)CCn1c(=S)[nH]c2cc(C(=O)NCCc3ccc(OC)c(OC)c3)ccc2c1=O | -3 | -32
O=[N+]([O-])c1ccc(NN=Cc2cccc(O)c2)nc1 | -32 | -347
CC(C)c1ccc(C(=O)N2CCCC(c3cc(C(=O)Nc4ccccc4Cl)no3)C2)cc1 (configuration not stated) | -1 | 8
Nc1ccn([C@@H]2O[C@H](CNCc3ccc(C#CCCO)cc3)[C@@H](O)[C@H]2O)c(=O)n1 | -1 | -3
Cc1ccc(S(=O)(=O)N2CCN(C(=O)c3cc(S(=O)(=O)N4CCOCC4)c(Cl)cc3Cl)CC2)cc1 | 1 | 4
O=C(COC(=O)c1ccc(F)c(S(=O)(=O)N2CCOCC2)c1)Nc1ccc(Cl)cn1 | -3 | 14
Cc1cccc(C)c1NC(=O)C(c1cc2ccccc2o1)N1CCN(C)CC1 (configuration not stated) | 1 | 21
O=C(Nc1cccc(Oc2ccccc2)c1)C1Cc2c(-c3ccccc3)ccnc2O1 (configuration not stated) | -4 | 13
O=C(NCc1ccccc1)c1cc(C2COCCN2C(=O)OCCF)on1 (configuration not stated) | 0 | 8
C[C@@H]1CN[C@@H](CCO)/C1=C\c1ccccc1 | -1 | 2
Cc1cc(NC(=O)c2cc([N+](=O)[O-])cc([N+](=O)[O-])c2)n(-c2ccccc2)n1 | 2 | 17

Exported with two lines to a compound: entries from further up
Fields: SENP1 inh | SENP8 block
> COc1cc(CNC(=O)c2cc(-c3cc(Cl)ccc3OC)n[nH]2)cc(OC)c1
→ -1 | 16
> CC(C)CC1C(=O)N(Cc2cn(CC3CCCCC3)nn2)CCS(=O)(=O)N1Cc1ccc(-c2cccc(CO)c2)cc1 (configuration not stated)
→ 1 | -8

An excerpt from above in order of SMILES length, descending.
Compound | SENP1 inh | SENP8 block
CCOC(=O)[C@]12CCCC=C1N(Cc1ccc3c(c1)OCO3)C(=O)[C@H](CC(=O)NCCC(C)C)C2 | -1 | 7
Nc1ccn([C@@H]2O[C@H](CNCc3ccc(C#CCCO)cc3)[C@@H](O)[C@H]2O)c(=O)n1 | -1 | -3
O=C(Nc1ccc2c(c1)OCCO2)c1ccc(Br)c(S(=O)(=O)N2CCOCC2)c1 | 2 | 18
O=C(Nc1cccc(Oc2ccccc2)c1)C1Cc2c(-c3ccccc3)ccnc2O1 (configuration not stated) | -4 | 13
CC(=O)Nc1ccc(CCNC(=O)c2ccc3ccccc3c2O)cc1 | 0 | -456
O=[N+]([O-])c1ccc(NN=Cc2cccc(O)c2)nc1 | -32 | -347
O=C1C2CC=CCC2C(=O)N1c1nccs1 (configuration not stated) | 2 | 19

Further records:
Compound | SENP1 inh | SENP8 block
CC1C(=O)N(Cc2cn(CCC3OCCO3)nn2)CCS(=O)(=O)N1Cc1ccc(-c2ccncc2)cc1 (configuration not stated) | 0 | 9
CCN1CCN(S(=O)(=O)c2ccc(Cl)c(C(=O)N(C)C3CCCCC3)c2)CC1 | -1 | 10
COCCNC(=O)C1(C)Cc2c(-c3ccc(NC(C)=O)cc3)ccnc2O1 (configuration not stated) | 1 | -1
CCc1nc2c(OCC(=O)N(C)C)cccn2c1N(C=O)Cc1ccc(OC)cc1 | -12 | -10
COCCN(C(=O)COC(=O)C1CCCCC1)c1c(N)n(Cc2ccccc2)c(=O)[nH]c1=O | -3 | 9
Cc1ccc(F)c(S(=O)(=O)NC(=O)C2(C)CCN2C(=O)Cc2ccccc2)c1 (configuration not stated) | -1 | 2

Compound activity as filed in PubChem.
